From PubChem BioAssay
KDM4E inh: blocks human JMJD2E demethylase activity; Potency, µM (series often up to 57.1 µM), inactives show at the highest dose activity change, negative = inhibition, usual class: inhibitors; AID 2147; JMJD2E catalytic domain, FDH-coupled NADH fluorescence (FDH is formaldehyde dehydrogenase); B2RXH2; 230,000 compounds, 1.6% hits; active = well fitted inhibition curve with a large enough effect, not every such curve was filed as active; inconclusive = small, poorly fitted or top-dose-only effect, or another doubt; inactive = no such curve, though single readings can be large or run the other way;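 note: 0% = wells with enzyme and -100% = buffer wells without enzyme; nearly all actives have a fitted effect of over 50% in size; many of its hits are not listed in these tables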
GoLoco inh red: blocks human Gai1 binding to RGS12 GoLoco peptide, red readout. P63096. Gai1:RGS12 GoLoco peptide FP, rhodamine, 10 min. Potency, µM (top dose mostly 61.6 µM), inactives show top-dose activity, negative = inhibition, hits mostly inhibitors. 230,000 compounds, 0.44% hits. AID 880; active = well fitted inhibition curve with a large enough effect, not every such curve was filed as active; inactive = no such curve, though single readings can be large or run the other way; note: % is set by controls: 0 for no effect and ±100 for the full control effect; nearly all actives have a fitted effect of over 30% in size; many of its hits are not listed in these tables
Target sequence (P63096 whole entry, looked up): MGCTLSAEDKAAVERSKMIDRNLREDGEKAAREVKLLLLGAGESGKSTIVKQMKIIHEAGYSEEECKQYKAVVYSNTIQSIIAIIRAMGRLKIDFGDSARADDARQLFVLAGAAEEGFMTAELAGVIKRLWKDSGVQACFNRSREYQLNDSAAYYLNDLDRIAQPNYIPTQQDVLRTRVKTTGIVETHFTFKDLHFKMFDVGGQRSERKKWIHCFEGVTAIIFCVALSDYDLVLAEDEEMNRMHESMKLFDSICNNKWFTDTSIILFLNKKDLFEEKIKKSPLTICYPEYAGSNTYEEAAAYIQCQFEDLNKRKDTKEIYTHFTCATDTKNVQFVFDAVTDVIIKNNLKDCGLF
Luc counter: blocks Kinase-Glo luciferase, a counter-screen artifact; Q27757; Kinase-Glo luciferase, ATP luminescence, 8 min; Potency, µM (highest dose often 38.3 µM), for inactives: at the highest dose activity change, negative = inhibition, actives largely listed as inhibitors; 200,000 compounds, 0.28% hits; note: % is set by controls: 0 for no effect and ±100 for the full control effect; nearly all actives have a fitted effect of over 60% in size
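Compound is pinned into ATP-containing buffer (10 uM ATP, imidazole pH 7.2, 7 mM MgCl2). Kinase-Glo luciferase reagent is then added. Light output is recorded following an 8-min room-temperature incubation.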
SMN2 splice up: SMN2 splice variant enhancement | HEK293 SMN2-luciferase splicing reporter, luminescence, 30-36 h | Potency, µM (doses to about 46.1 µM), for the others: at the highest dose activity change, positive = activation, hits mostly activators | 210,000 compounds, 2.8% hits | AID 1458; note: % of control where 0% means no effect; nearly all actives have a fitted effect of over 55% in size
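HEK293 cells carry an SMN2 minigene-luciferase reporter in which exon 7 inclusion puts luciferase in frame. Cells were seeded at 2000 cells/well, attached for 10-12 hours, then exposed to compounds for 30-36 hours at 37C before ONE-Glo luminescence.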
Epigenetic reg: derepresses silenced GFP reporter in murine cells; murine LDR cells, GFP reporter derepression, 30 h; Potency, µM (top dose mostly 53.9 µM), for inactives: at the top dose GFP activation, actives largely listed as activators; 280,000 compounds, 0.2% hits; note: % of control where 0% means no effect; nearly all actives have a fitted effect of over 60% in size
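Derepression of a silenced CMV-GFP reporter in murine LDR cells is scored by enumerating GFP-positive cells with a laser-scanning microplate cytometer after 30 hours of treatment at 37 C.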
NPSR antagonist: blocks cAMP signaling of the human neuropeptide S receptor. 220,000 compounds, 1% hits. Q6W5P4. CHO-NPSR cells, cAMP TR-FRET, antagonist mode. Potency, µM (highest dose often 38.3 µM), without a hit: at the highest dose activity change, negative = inhibition, usual class: inhibitors. AID 1461; note: % is set by controls: 0 for no effect and ±100 for the full control effect; nearly all actives have a fitted effect of over 50% in size; many of its hits are not listed in these tables
RECQ1 helicase: inhibitors of human RECQ1 DNA helicase; P46063; RECQ1 DNA unwinding, red fluorescence kinetic read; Potency, µM (highest dose often 57.3 µM), for the others: at the top dose activity, negative = inhibition, hits mostly inhibitors; 240,000 compounds, 0.54% hits; AID 2549;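 note: plate controls were vehicle for no effect and no enzyme for full effect; nearly all actives have a fitted effect of over 30% in size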
Target sequence (P46063 whole entry, looked up): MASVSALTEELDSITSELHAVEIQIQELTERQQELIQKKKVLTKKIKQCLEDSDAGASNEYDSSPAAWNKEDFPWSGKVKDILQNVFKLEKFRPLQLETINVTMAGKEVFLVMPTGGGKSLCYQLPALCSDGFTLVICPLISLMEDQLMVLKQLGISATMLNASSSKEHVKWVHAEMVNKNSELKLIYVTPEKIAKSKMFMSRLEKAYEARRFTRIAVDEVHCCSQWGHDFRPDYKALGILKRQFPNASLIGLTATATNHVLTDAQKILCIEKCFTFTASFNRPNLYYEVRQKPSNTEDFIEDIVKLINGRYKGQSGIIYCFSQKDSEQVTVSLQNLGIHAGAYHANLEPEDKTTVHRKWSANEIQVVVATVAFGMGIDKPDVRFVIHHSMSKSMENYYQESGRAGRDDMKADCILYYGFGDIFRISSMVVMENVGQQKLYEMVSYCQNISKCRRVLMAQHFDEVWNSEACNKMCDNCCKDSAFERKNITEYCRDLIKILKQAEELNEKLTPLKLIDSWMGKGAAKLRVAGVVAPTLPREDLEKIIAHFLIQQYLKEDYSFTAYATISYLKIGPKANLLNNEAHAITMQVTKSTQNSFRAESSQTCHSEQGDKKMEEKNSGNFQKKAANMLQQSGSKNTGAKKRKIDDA
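50 nM RECQ1T1 preincubated 15 min with compound in Tris pH 8.0 buffer with MgCl2, DTT, Tween-20 and 2.5 ug/ml poly(dI-dC); started with 200 nM TAMRA/BHQ-2 forked duplex and 2 mM ATP. Unwinding read as fluorescence (525/598 nm), two reads 2 h apart.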
IMPase Li inh: cell-permeable IMPase inhibitors with lithium potentiation; Potency, µM (titrated, usually from 59.4 µM), for the others: top-dose activity, negative = IMPase inhibition, hits mostly inhibitors; AID 1457; 210,000 compounds, 0.35% hits; CHO-M1 cells, IP1 TR-FRET (IP-One), carbachol + lithium;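 note: IP1 builds up when IMPase is blocked and the TR-FRET signal falls; plate controls were basal vehicle for no effect and high inhibitor control for full effect; nearly all actives have a fitted effect of over 50% in size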
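CHO cells stably expressing M1 receptor (2000/well, cultured 16–30 h) treated 30 min at 37C with compound plus low lithium. Cytosolic IP1 by TR-FRET (665/620 ratio and 620 channel) after 10 min lysis; AC50 by Hill fit.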
* hit, by the source's call; i = inactive; u = inconclusive; x = no result given; & = joins results of further samples; [ ] = remark or other dose. Unless noted, calls come from the whole dose curve; as a rule, active = well fitted curve in the direction sought with a large enough effect; inconclusive = small, poorly fitted or top-dose-only effect, or another doubt; inactive = no such curve, though single readings can be large; an effect the other way counts as inactive or inconclusive. Potency is the fitted concentration of half-maximal effect. Not all compounds are listed (hit frequency here may not be typical).

SMILES	KDM4E inh	GoLoco inh red	Luc counter	SMN2 splice up	Epigenetic reg	NPSR antagonist	RECQ1 helicase	IMPase Li inh
O=C1CCCC2=C1C(c1ccncc1)c1c(nc(SCc3ccccc3Cl)[nH]c1=O)N2 (stereo unspecified)	i	49%[activator]	1%	0%	0.9%	-22%[46.1 µM]	16%	35%[activator][38.3 µM]
CCOC(=O)/C(C#N)=C\c1ccc(O)c(OC)c1	-8%	8%	5%	-2%	-2.7%	-14%	-14%	8%
Cc1cc(N2CCOCC2)c2c(N)cc(C)c(C)c2n1	-2%	5%	-1%	6%	-5.1%	-27%[46.1 µM]	-7%	10%[38.3 µM]
Cc1cc(O)c2c(c1O)C(=O)c1c(O)cc(C)c(O)c1C2=O	u	2%	-7%	-1%	8.0%	x	8%	8%
CC(C(=O)Nc1ccc(O)cc1)c1cccc(C(=O)c2ccccc2)c1 (stereo unspecified)	-1%	-2%	2%	-30%	0.6%	-5%	i	20%
CCCC(=O)Oc1ccccc1C1SCc2cc(C)c(C)cc2CS1	-2%	x	x	x	-0.3%	-12%[46.1 µM]	i	x
CC(O)CN(Cc1cccc(Cl)c1)CC(C)O (stereo unspecified)	-16%	-5%	3%	14%	-1.1%	-7%[46.1 µM]	u	4%[38.3 µM]
COc1ccc(C2C(C(=O)N3CCCC3)c3cc(OC)c(OC)cc3C(=O)N2C)cc1OC (stereo unspecified)	9%	7%	-1%	-7%	1.8%	-7%[46.1 µM]	-8%	21%[38.3 µM]
S=C(Nc1ccc(Br)cc1)NC1CCCC1	-1%	10%	-1%	11µM*	0.9%	-11%	-12%	10%
COc1ccccc1NC(=O)c1nn(-c2cccc(C(F)(F)F)c2)ccc1=O	-1%	74%[activator]	-7%	-10%	1.9%	-14%[46.1 µM]	-6%	-8%[38.3 µM]
N#CC1=C(N)Oc2ccccc2C12C(=O)Nc1n[nH]c(-c3ccccc3)c12 (stereo unspecified)	-2%	0%	0%	6%	-1.0%	-1%[46.1 µM]	i	35%[38.3 µM]
COc1ccc(/C=N/NC(=O)c2cc(C34CC5CC(CC(C5)C3)C4)[nH]n2)cc1OC	u	9%	-1%	5%	-1.1%	-26%	-1%	4%
O=c1[nH]n(-c2cccc(Cl)c2)c2ncccc12	-6%	6%	1%	-19%	0.0%	-21%[46.1 µM]	-3%	-9%[38.3 µM]
CCn1c(=O)[nH]c2cc(C(=O)N3CCN(c4ccccc4)CC3)ccc2c1=O	-3%	1%	0%	x	-1.0%	6%[46.1 µM]	-1%	-3%[38.3 µM]
Cc1ccc(C2(O)CN(c3ccccc3)C3=[N+]2CCS3)cc1 (stereo unspecified)	-4%	7%	2%	-6%	-1.0%	4%	-2%	11%
O=C(NC1CCCCC1)c1c2c(nc3ccccc13)CCC2	-13%	5%	-2%	-8%	-0.1%	-3%	-13%	u
Cc1c(CNC(=O)c2cnn3c2NC(c2ccc(Br)cc2)CC3C(F)(F)F)cnn1C (stereo unspecified)	4%	7%	3%	x	-2.1%	u	-5%	35%[38.3 µM]
COc1cc(SSc2cc(OC)cc([N+](=O)[O-])c2N)c(N)c([N+](=O)[O-])c1	2.5µM*	10µM*	x	x	8.2%	3.2µM*	-5%	x
COc1ccc(-c2nnc(NC(=O)c3ccc(F)cc3)o2)cc1	u	11%	2%	-30%	4.6%	-26%[46.1 µM]	u	8%[38.3 µM]
COc1ccccc1NC(=S)N1CCN(Cc2ccc3c(c2)OCO3)CC1	9%	1%	-4%	-18%	-1.3%	5%	0%	-5%
OCCNCc1cc(Br)ccc1OCc1ccc(Cl)cc1	0%	5%	1%	-19%	-0.2%	u	i	-2%[38.3 µM]
COc1ccc(C(=O)Nc2oc(-c3ccccc3)c(-c3ccccc3)c2C#N)cc1OC	u	7%	4%	-39%[inhibitor]	-0.6%	24%[46.1 µM]	-3%	24%[38.3 µM]
Cc1cc2c(NC(=O)Nc3ccc(C(C)(C)C)cc3)cccc2nn1	u	-4%	x	x	0.2%	u	i	x
COc1ccc(N2C(=S)NC(C)(C)CC2(C)c2ccc(OC(C)=O)cc2OC(C)=O)cc1 (stereo unspecified)	-3%	6%	4%	3%	-1.5%	-3%	i	-10%
CC(C)(C)NC(=O)c1cccc(NC(=O)CSc2ccccc2)c1	-7%	-1%	-6%	-3%	-0.3%	-1%[46.1 µM]	-1%	-14%[38.3 µM]
CCOC(=O)C1(CCCc2ccccc2)CCN(C(=O)c2cc(C)nc(C)n2)CC1	0%	15%	-1%	x	3.2%	9%	-14%	5%
CCCCCn1cnc2sc(CC)cc2c1=O	-1%	-11%	0%	13µM*	-0.3%	0%	i	12%
CCCCN1C(=S)NC[C@@H]1C(C)CC (stereo partly specified)	0%	1%	x	x	-1.5%	-17%	i	4%
CN(C)c1ccc(S(=O)(=O)c2ccc(Cl)cc2)cc1	u	-3%	0%	-23%	1.5%	-18%[46.1 µM]	1%	-12%[38.3 µM]
CCCCCCCCCCCCC/C=C\[C@@H](O)[C@@H](N)CO	-1%	5%	-1%	x	-2.6%	x	-8%	17%
CCN=C1Cn2c(nc3scc(-c4ccccc4)c3c2=O)CN1CC	u	9%	0%	-4%	-2.2%	-8%[46.1 µM]	-18%	-2%
Cc1ccc(S(=O)(=O)N2CC3(C)CN(S(=O)(=O)c4ccc(C)cc4)CC(C)(C2)C3)cc1	-4%	-2%	-1%	-6%	2.0%	-12%[46.1 µM]	-14%	21%[38.3 µM]
CC(=O)Nc1ccc(S(=O)(=O)NCC2CCC(C(=O)NC(C)c3ccccc3)CC2)cc1 (stereo unspecified)	-10%	4%	0%	16%	-3.4%	20%	i	0%
O=C(N/N=C/C(Cl)=C\c1ccccc1)c1cnccn1	-2%	10%	-6%	13%	-0.3%	-13%[46.1 µM]	-8%	3%[38.3 µM]
O=[N+]([O-])c1ccc(/C=N/Nc2ccc3ccccc3c2)o1	-5%	152%[activator]	15%	9%	u	-27%	-20%	8%
CC(=O)N/C(=C\c1ccccc1)C(=O)OCC(=O)NC(C)C12CC3CC(CC(C3)C1)C2 (stereo unspecified)	8%	-24%	7%	-32%[inhibitor]	1.1%	-38%	-1%	-7%

A few values from the list.
KDM4E inh result of O=[N+]([O-])c1ccc(/C=N/Nc2ccc3ccccc3c2)o1 stands at -5%
NPSR antagonist result of CC(C)(C)NC(=O)c1cccc(NC(=O)CSc2ccccc2)c1 stands at -1%[46.1 µM]

Following part:
SMILES	KDM4E inh	GoLoco inh red	Luc counter	SMN2 splice up	Epigenetic reg	NPSR antagonist	RECQ1 helicase	IMPase Li inh
CC(=O)Nc1ccccc1C(=O)N1CC(C)OC(C)C1 (stereo unspecified)	1%	-7%	0%	-7%	-0.2%	1%[46.1 µM]	-4%	-1%[38.3 µM]
Cc1cc(C)nc(N(C#N)S(=O)(=O)c2ccccc2Cl)n1	u	2%	0%	13%	-0.8%	11%[46.1 µM]	0%	1%
CC(C)=CCC/C(C)=C/CO	-17%	4%[14.2 µM]	-1%[7.66 µM]	-9%[9.22 µM]	-0.5%	x	-1%	3%&8%
COc1cccc(/C=C2/NC(=O)NC2=O)c1OCC(=O)Nc1ccccc1	0%	-11%	1%	25%	0.9%	3%	i	6%
O=[N+]([O-])c1cc(CN2CCC(O)CC2)ccc1Cl	u	1%	3%	4%	-0.5%	14%	-9%	-1%
CCCOc1cccc(C2/C(=C(/O)c3ccncc3)C(=O)C(=O)N2CCCN(C)C)c1 (stereo unspecified)	7%	4%	-5%	u	5.1%	9%[46.1 µM]	-8%	19%[38.3 µM]
Cc1ccc(S(=O)(=O)N2CCOCC2)cc1C(=O)OCC(=O)N1CCc2ccccc2C1	-3%	-6%	-1%	27%	3.2%	-12%[46.1 µM]	-4%	48%[activator][38.3 µM]
Cc1nnc(SC(C(=O)Nc2cc(Cl)cc(Cl)c2)c2ccccc2)[nH]c1=O (stereo unspecified)	-2%	5%	-6%	3%	2.2%	-28%	i	-1%
CCCOc1ccc(-c2nc(C#N)c(N3CCN(CC)CC3)o2)cc1	u	0%	-2%	-20%	-1.0%	-3%[46.1 µM]	-2%	20%[38.3 µM]
CCN(CC)c1ccc(/C=C(\C#N)c2nc(-c3cccs3)c(NC(C)=O)s2)cc1	-6%	x	x	x	1.6µM*	-26%[46.1 µM]	13%	x
CCOC(=O)N1CCC(N(CCN(C)C)C(=S)Nc2ccccc2OCC)CC1	17%	5%	2%	3%	-6.8%	13%	0%	4%
Cc1cc(C)c2cc(C(=O)N3CCC(C(=O)c4ccc(F)cc4)CC3)[nH]c2c1	-30%	4%	x	x	8.2%	4%[7.67 µM]	i	x
CC(C)Oc1ccc(/C(O)=C2/C(=O)C(=O)N(Cc3cccnc3)C2c2ccco2)cc1 (stereo unspecified)	-5%	-4%	-1%	-1%	-1.1%	5%[46.1 µM]	3%	u
O=C(CSc1nnc(-c2cccc(F)c2)o1)Nc1nncs1	-2%	9%	-3%	0%	1.2%	-16%	-16%	-6%
C/C=C/Cn1c(N2CCCCCC2)nc2c1c(=O)[nH]c(=O)n2C	-16%	11%	-3%	-10%	-0.5%	-10%[7.67 µM]	-13%	-16%[38.3 µM]
O=C(OCC(=O)c1ccc(Cl)cc1Cl)c1ccc2c(c1)C(=O)N(c1cccc3ncccc13)C2=O	4%	10%	-3%	-16%	-2.2%	-11%[46.1 µM]	-12%	3%[38.3 µM]
O=C1CC(N2CCN(S(=O)(=O)c3ccc(Cl)cc3)CC2)C(=O)N1CCc1ccccc1 (stereo unspecified)	1%	8%	4%	-25%	1.0%	-3%[46.1 µM]	-7%	-5%
COC(CSc1ncnc2c1oc1nc3c(cc12)COC(C)(C)C3)OC	u	10%	x	x	6.6%	2%	-1%	x
Nc1ccc(S(=O)(=O)NCc2nccs2)cc1	x	4%[14.2 µM]	-2%[7.66 µM]	-13%[9.22 µM]	x	x	x	9%
CC(=N)C1=C(O)CC(C)(C)CC1=O	6%	0%	-3%	-9%	-3.6%	17%[46.1 µM]	9%	-9%[38.3 µM]
CCOc1ccc2c(c1)S/C(=C\c1cccs1)C(=O)N2	-5%	-2%	x	x	u	-30%	i	x
